HePTP inh: inhibitors of human HePTP phosphatase, primary screen, biochemical, absorbance, leukemia target | inhibition, % at 20 µM | recombinant HePTP phosphatase activity, OD absorbance | 0.64% of 110,000 active | Tyrosine-protein phosphatase non-receptor type 7 (Homo sapiens), P35236; in the data active = inhibition above about 50%;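 note: plate controls were vehicle for no effect and reference inhibitor for full effect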
Target sequence (P35236 whole entry, looked up): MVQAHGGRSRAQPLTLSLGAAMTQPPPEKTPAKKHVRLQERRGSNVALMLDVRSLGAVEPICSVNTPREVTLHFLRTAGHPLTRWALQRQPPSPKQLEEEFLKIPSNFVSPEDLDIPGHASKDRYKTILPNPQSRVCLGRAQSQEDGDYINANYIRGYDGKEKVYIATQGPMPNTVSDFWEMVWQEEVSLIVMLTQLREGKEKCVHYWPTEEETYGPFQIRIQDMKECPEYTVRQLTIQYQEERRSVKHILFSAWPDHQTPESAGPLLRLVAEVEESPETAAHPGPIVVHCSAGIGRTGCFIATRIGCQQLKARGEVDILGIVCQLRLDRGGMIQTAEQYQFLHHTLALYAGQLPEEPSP
BAP1 inh: inhibitors of BAP1 deubiquitinase, primary screen, biochemical, Ub-AMC fluorescence, kinetic; activity remaining (% of control), % at 20 µM; Ubiquitin carboxyl-terminal hydrolase BAP1 (Homo sapiens), Q92560; AID 436, 2006; 0.48% of 72,000 active; recombinant BAP1, Ub-AMC hydrolysis fluorescence kinetic; stronger effect = lower value;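 active = activity remaining at or below 50% of control, provided the compound also passes the data quality filters; inactive = the rest, including low values that fail the filters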;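 note: 100% = DMSO wells rate and 0% = substrate alone blank rate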
Target sequence (Q92560 whole entry, looked up): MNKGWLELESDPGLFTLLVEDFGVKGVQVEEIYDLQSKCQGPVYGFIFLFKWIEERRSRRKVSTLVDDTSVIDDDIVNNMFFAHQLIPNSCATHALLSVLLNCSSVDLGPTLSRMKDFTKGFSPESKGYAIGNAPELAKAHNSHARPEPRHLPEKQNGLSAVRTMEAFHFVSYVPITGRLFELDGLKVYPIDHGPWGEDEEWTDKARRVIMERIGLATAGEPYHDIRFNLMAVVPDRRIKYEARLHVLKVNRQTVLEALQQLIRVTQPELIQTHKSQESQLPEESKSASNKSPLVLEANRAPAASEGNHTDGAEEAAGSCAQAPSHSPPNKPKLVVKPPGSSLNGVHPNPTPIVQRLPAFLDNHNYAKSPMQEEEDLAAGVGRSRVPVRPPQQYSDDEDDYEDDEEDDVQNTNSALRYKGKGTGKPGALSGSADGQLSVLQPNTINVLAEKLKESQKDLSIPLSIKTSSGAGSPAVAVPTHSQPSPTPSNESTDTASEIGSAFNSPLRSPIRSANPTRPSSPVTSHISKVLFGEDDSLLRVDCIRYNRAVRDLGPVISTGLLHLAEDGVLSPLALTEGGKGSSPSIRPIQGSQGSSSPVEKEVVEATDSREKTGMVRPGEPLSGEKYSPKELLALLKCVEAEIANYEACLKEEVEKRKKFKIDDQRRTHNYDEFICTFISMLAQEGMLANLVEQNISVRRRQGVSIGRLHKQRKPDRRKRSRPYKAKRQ
The depositor's hits bear a star; / = no result given; & = joins results of further samples.

HePTP inh	BAP1 inh	molecule
/	70	Cc1cc(-n2c(C)ccc2-c2ccccc2)ccc1F
-1	101	Cc1cccc(CCNC(=O)CCc2nc(-c3ccccc3F)no2)c1
2	/	O=C1S/C(=C/c2ccc(F)cc2)C(=O)N1CNc1ccc(I)cc1
-9	/	Cc1noc(NS(=O)(=O)c2ccc(NC(=O)Nc3ccc(Cl)c(Cl)c3)cc2)c1C
7	110	COc1cccc(-c2noc(N)c2C#N)c1
0	88	CCOC(=O)C1CCN(c2c(NCCCN(C)C3CCCCC3)c(=O)c2=O)CC1
-2	/	CCOc1nc(-c2ccccc2)c2cc(C)ccc2n1
-4	/	C/C(=N\N=C1\NC(=O)C(CC(=O)Nc2cccc(C)c2C)S1)C(C)(C)C (centres undefined)
5	/	CC1CCc2c(sc(NC(=O)C3CC=CCC3C(=O)O)c2C(N)=O)C1 (centres undefined)
102*	/	O=C(O)c1cccc2c1NC(c1cccc3ccccc13)C1CC=CC21 (centres undefined)
-2	/	FC(F)(F)c1cc(-c2cccs2)nc2cc(-c3ccccc3)nn12
2	/	Cc1ccc(C(=O)N/C(=C\c2cccs2)C(=O)NCc2cccnc2)cc1
-4	/	Cc1ccc(Cl)cc1NC(=O)c1c(-c2ccccc2)noc1C
7	/	CCOC(=O)C(CCCCOc1cc(C)cc(C)c1)C(=O)OCC
-10	/	Cc1cccc(OCC(=O)Nc2ccc(C)c(C)c2)c1
12	/	COc1ccc(-c2cc(-c3ccccc3)nc(N/N=C/c3ccccc3F)n2)cc1
-1	92	CC1CC(C)CN(C(=O)CSc2nnc(-c3ccc(Cl)cc3)o2)C1 (centres undefined)
12	134	CCN(C(=O)c1ccnc(C(C)(C)C)c1)c1ccccc1
2	74	COc1ccccc1Nc1ncnc2c1oc1ccccc12
7	95	O=C(Nc1ccc(N2CCN(C(=O)c3ccco3)CC2)cc1)c1cccc(F)c1
0	110	CCOC(=O)C(C)n1nc(C)c2sc3ccccc3c2c1=O (centres undefined)
8	/	Cc1[nH]n(-c2ccccc2)c(=O)c1C=Nc1ccc(Br)cn1
2	/	CC1CC(Nc2ccccc2)c2ccccc2N1C(=O)c1ccccc1[N+](=O)[O-] (centres undefined)
8	/	Cc1nc(N2CCN(Cc3nc4ccccc4[nH]3)CC2)c2oc3ccccc3c2n1
2	/	COc1ccc2[nH]c(=O)c(CN(C(=O)c3ccco3)C3CCCCC3)cc2c1
-8	/	CN1CCN(c2nc3ccccn3c(=O)c2/C=C2\SC(=S)N(Cc3ccco3)C2=O)CC1
6	/	CCOC(=O)c1ccc(NC(=O)CN(c2ccc(OC)cc2OC)S(C)(=O)=O)cc1
4	/	CCCc1ccc(OCc2ccc(C(=O)OC)o2)c(OC)c1
9	/	COCCCNC(=O)CN(c1ccccc1OC)S(=O)(=O)c1ccccc1
9	92	N/C(=N/O)c1nc(N2CCCCC2)nc(N2CCCCC2)n1
3	77	O=C(N1CCOCC1)N1CCN(Cc2ccccc2)CC1
-14	/	CCOc1cc(/C=N\N2CCN(c3ccc(Cl)cc3)CC2)ccc1O
4	/	COc1ccc(NC(=O)COc2ccc(C(C)C)cc2)c(OC)c1
3	105	O/N=C1\CC/C(=N\O)c2nn(-c3ccc(Cl)cc3Cl)nc21
8	96	CCN1CCN(c2ncnc3sc(C(=O)Nc4ccccc4F)c(C)c23)CC1
5	99	COC(=O)c1ccccc1NC(=O)COC(C)=O
4	/	CCOc1ccc(/C=N/Nc2nc(N3CCCCC3)nc(N3CCCCC3)n2)cc1OC
16	113	Cc1ccc(S(=O)(=O)N2CCSC2c2ccco2)cc1 (centres undefined)
-4	/	CCOC(=O)C1=C(O)/C(=C/c2cccs2)SC1=Nc1cccc(Cl)c1
7	99	c1ccc(-n2ncc3c(NCCN4CCOCC4)ncnc32)cc1
8	118	COc1ccccc1C1C=C(c2ccc(C)cc2)Nc2nnnn21 (centres undefined)
2	/	Cc1nc2cc(Nc3nnc(-c4ccc(Cl)cc4)c4ccccc34)ccc2n1C
8	/	CCCOC(=O)c1ccc(NC(=O)CCC(=O)OC)cc1
-2	/	CCN1C(=O)/C(=C/c2ccc(OC(=O)c3ccccc3I)c(OC)c2)SC1=S
10	90	O=C(O)c1ccc(OCC(O)Cn2cnc3ccccc32)cc1 (centres undefined)
12	96	CC(=O)Nc1c(-c2ccc(F)cc2)nc2ccccn12
6	/	C=CCNc1nc(-c2ccc(F)cc2F)cs1
-9	80	Cc1cc(N(C)C)c(C#N)c(N2CCCCC2)n1
-10	/	O=C(Nc1ccc2oc(-c3ccc(F)cc3Cl)nc2c1)c1cc2ccccc2o1
2	/	COC(=O)C1=CNC=C(C(=O)OC)C1c1cccc(OCc2ccccc2)c1
5	104	Nc1ccc(C23CC4CC(CC(O)(C4)C2)C3)cc1
-6	/	COc1cc(/C=C2\SC(=S)N(NC(=O)c3ccc(O)c(OC)c3)C2=O)ccc1O
10	/	CSc1nnc2c(n1)OC(c1ccsc1)N(C(C)=O)c1ccccc1-2 (centres undefined)
0	/	CCn1c(C)c(C(=O)OC)c(/C=C2\C(=O)C=Cc3ccccc32)c1O
4	124	CCn1c(=O)cc(OCC(=O)Nc2ccc3c(c2)OCCO3)c2ccccc21
3	/	COc1cc(-c2nnc(NC(=O)c3ccc(C(C)(C)C)cc3)s2)cc(OC)c1OC
4	/	CCOC(=O)N1CCN(C(=S)Nc2ccccc2)CC1
/	134	O=C(NCC1CCCO1)Nc1ccccc1 (centres undefined)
6	79	Cc1ccc2oc(=O)c3cc(C(=O)N4CCN(c5ncccn5)CC4)sc3c2c1
-4	/	O=C1NN(c2ccccc2)C(=O)/C1=C/c1ccc(F)c(Br)c1

(more compounds)
HePTP inh	BAP1 inh	molecule
5	113	CS(=O)(=O)N1CCCC(C(=O)NCc2ccc(F)cc2)C1 (centres undefined)
5	109	CCn1nnnc1SCC(=O)Nc1nnc(C(C)C)s1
4	63	Cn1c(CCNC(=O)c2cccs2)nnc1SCC(=O)Nc1nc(-c2ccccc2)cs1
-2	/	Cc1cccc(N=Cc2c(O)n(-c3ccccc3F)c(=O)[nH]c2=O)c1
6	/	CCCOc1ccc(-c2ccc(-c3noc(CCC)n3)cc2)cc1
-7	/	CN1CCN(NC(=O)c2sc3ccccc3c2Cl)CC1
/	87	Cc1cccc(C)c1NC(=O)c1c(-c2ccccc2Cl)noc1C
3	84	COc1ccc(-c2nc3cccc(C)n3c2NCc2ccco2)cc1OC
6	100	N#CC1=C(N)C(C#N)(C#N)[C@H](c2ccsc2)[C@H]2COCC=C12
103*	/	O=C(N/N=C\c1cc(I)ccc1O)c1ccc(Br)cc1
4	95	CCOC(=O)CSc1nnc(CNC(=O)c2ccc(S(=O)(=O)N3CCCC3)cc2)n1C
9	/	Cc1ccc(-c2nc3ccccc3o2)cc1NC(=O)/C=C/c1ccc(Cl)cc1
5	114	COc1cc(C(=O)Nc2ccc3c(c2)OCCO3)c(-n2cnnn2)cc1OC
6	102	CC(C)NCc1c(O)c(Br)cc2oc3c(c12)CCCC3
6&11	108	Cc1cccc(NC(=O)CSc2nnc(NC(=O)CN3CCOCC3)s2)c1
-4	/	COC(=O)Nc1nnc(-c2ccncc2)s1
-1	73	C=CCOc1nc2c(c(=O)n(Cc3ccc(Cl)c(Cl)c3)c(=O)n2C)n1C
/	85	O=C(Nc1cccc(-c2nc3cccnc3s2)c1)c1ccco1
-9	/	CCn1c2ccccc2c2cc(CN3CCN(Cc4ccc(OC)c(OC)c4OC)CC3)ccc21
/	84	CC1CCN(c2nc3c(c(=O)n(C)c(=O)n3C)n2Cc2cccc(Cl)c2)CC1
-11	94	CCCNC(=O)c1n[nH]c(=O)c2ccccc12
4	90	COC(=O)c1[nH]c2ccc(Cl)cc2c1NC(=O)CN1CCc2cc(OC)c(OC)cc2C1
2	/	Cc1cc(C)c(NS(=O)(=O)c2ccc3ccccc3c2)c(C)c1
-11	/	Cc1ccc(C)c(N2C(=O)C3C(C2=O)C2(C)C(=O)C3(C)C(c3ccccc3)=C2c2ccccc2)c1 (centres undefined)

Reformatted as tab-separated lines: part of the list above
SMILES	HePTP inh	BAP1 inh
COc1ccc(-c2nc3cccc(C)n3c2NCc2ccco2)cc1OC	3	84
N#CC1=C(N)C(C#N)(C#N)[C@H](c2ccsc2)[C@H]2COCC=C12	6	100
O=C(N/N=C\c1cc(I)ccc1O)c1ccc(Br)cc1	103*	/
CCOC(=O)CSc1nnc(CNC(=O)c2ccc(S(=O)(=O)N3CCCC3)cc2)n1C	4	95
Cc1ccc(-c2nc3ccccc3o2)cc1NC(=O)/C=C/c1ccc(Cl)cc1	9	/
COc1cc(C(=O)Nc2ccc3c(c2)OCCO3)c(-n2cnnn2)cc1OC	5	114
CC(C)NCc1c(O)c(Br)cc2oc3c(c12)CCCC3	6	102
Cc1cccc(NC(=O)CSc2nnc(NC(=O)CN3CCOCC3)s2)c1	6&11	108
COC(=O)Nc1nnc(-c2ccncc2)s1	-4	/
C=CCOc1nc2c(c(=O)n(Cc3ccc(Cl)c(Cl)c3)c(=O)n2C)n1C	-1	73
O=C(Nc1cccc(-c2nc3cccnc3s2)c1)c1ccco1	/	85
CCn1c2ccccc2c2cc(CN3CCN(Cc4ccc(OC)c(OC)c4OC)CC3)ccc21	-9	/
CC1CCN(c2nc3c(c(=O)n(C)c(=O)n3C)n2Cc2cccc(Cl)c2)CC1	/	84
CCCNC(=O)c1n[nH]c(=O)c2ccccc12	-11	94
COC(=O)c1[nH]c2ccc(Cl)cc2c1NC(=O)CN1CCc2cc(OC)c(OC)cc2C1	4	90

Next section
HePTP inh	BAP1 inh	molecule
4	/	CCOc1cc(/C=C2/C(=O)NC(=O)N(c3ccc(C)cc3)C2=O)cc(Cl)c1O
-2&10	98	Cn1nnnc1SCc1ccc(F)cc1
6	/	Oc1ccc2ccccc2c1CN=Cc1cccnc1
7	/	CCOC(=O)C1C(c2cccc(Cl)c2Cl)NC(=O)NC1(O)C(F)(F)F (centres undefined)
2	78	CCC(C)C(N)C(=O)NC(CCC(=O)OCc1ccccc1)C(N)=O (centres undefined)
0	84	Cc1ccc(NC(=O)CCC(=O)OCC(F)(F)C(F)F)cc1
7	/	Cc1ccc(/C=C/C(=O)NC(=S)Nc2ccc(S(=O)(=O)N=C(N)N)cc2)cc1
8	156	Cc1ccc(C(=O)NCC2CCCO2)o1 (centres undefined)
9	/	CCCCOC(=O)CCCN1C(=O)S/C(=C\c2ccccc2)C1=S
11	67	COc1ccc(C(c2nnnn2C2CCCCC2)N2CCN(c3ccc(OC)cc3)CC2)cc1 (centres undefined)
-3	103	CCc1nnc(NC(=O)CSc2nnc(-c3ccncc3)n2Cc2ccccc2)s1
9	104	COc1ccc(OC)c(-c2cc(C(=O)NCCCn3ccnc3)no2)c1
11	/	CCOc1ccc(NC(=O)C2=C(C)NC(=S)NC2c2c(OC)ccc3ccccc23)cc1 (centres undefined)
4	/	Cc1ccnc(N2C(=O)C3C4c5ccccc5C(c5ccccc54)C3C2=O)c1 (centres undefined)
3	88	C=CCn1c(SCC(=O)Nc2ccc(NC(=O)c3ccco3)c(OC)c2)nnc1-c1ccncc1
-5	/	COc1cc(/C=C(/C#N)c2nc3ccccc3[nH]2)c([N+](=O)[O-])cc1OCCC(C)C
5	101	O=C(COc1ccc(Cl)cc1)NCc1nnc(SCC(=O)NCc2ccc3c(c2)OCO3)o1
-3	87	Cc1cccc2cc(CN(CCc3ccccc3)C(=O)N3CCOCC3)c3nnnn3c12
2	75	O=C(CSCCO)Nc1cc(C(F)(F)F)ccc1Cl
-9	/	Cc1ccc(S(=O)(=O)Nc2cc(C)c(O)c(C)c2)cc1
-2	/	CC1(C)Nc2ccccc2N(Cc2ccccc2)C1=O
-8	/	Cc1ccc(N2C(=O)C(Cl)=C(N3CCOCC3)C2=O)c(C)c1
2	97	COc1cccc(C2CC(=O)Nc3c2c(=O)n(C)c(=O)n3C)c1OC (centres undefined)
9	106	CC(O)c1cccc(NC(=O)c2cc3n(n2)C(C(F)(F)F)CC(c2ccc(F)cc2)N3)c1 (centres undefined)
0	/	CNC(=O)CCC(=O)Nc1cc(Cl)ccc1C
52*	/	O=c1c2c(nc3cc(-c4ccc(Br)cc4)[nH]n13)CCS2
-5	107	O=C(COc1ccccc1)N1CCN=C1SCc1cccnc1
12	104	COc1ccc(Cn2nc(C)cc2C)cc1OC
0	/	O=C(Nc1ccc(I)cc1Cl)c1ccc([N+](=O)[O-])cc1Cl
2	126	COc1cc(NC(=O)c2cc(-c3ccco3)on2)c(OC)cc1Cl
3	/	O=C(Cc1ccccc1)Nc1cccc(NC(=O)c2cccc(Cl)c2)c1
4	108	COc1ccccc1N1CCN(C(=O)CCc2ccc(S(=O)(=O)NCC(C)C)cc2)CC1
14	98	Cc1nc2ccc(S(=O)(=O)NC(C(=O)Nc3nccs3)C(C)C)cc2s1 (centres undefined)
4	79	Cc1ccccc1NC(=O)c1c(O)c2cccc3c2n(c1=O)CC3
0	73	CN1CCN(c2nc3c(c(=O)[nH]c(=O)n3C)n2CC(N)=O)CC1
10	/	CCn1c(CC(=O)Nc2ccccc2)nnc1SCC(=O)Nc1ccccc1C(=O)OC
11	/	CCc1c(C)c2cc([N+](=O)[O-])c(O)c(C)c2oc1=O
-4	/	Cc1onc(-c2c(Cl)cccc2Cl)c1C(=O)NCc1ccc(Cl)cc1
1	/	Cc1cc(N2CCCCCC2)nc(-c2ccccc2O)n1
-8	91	CCOC(=O)N1CCN(C(=O)CCCn2c(=O)[nH]c3ccccc3c2=O)CC1
6	95	O=C(CCn1nc(-c2ccccc2)ccc1=O)N1CCOCC1
-12	/	O=C1/C(=C/c2cccs2)SC(=S)N1c1ccc(F)cc1
4	80	O=C(c1ccc(Cl)cc1Cl)N1CCC(c2nc3c(nnn3Cc3ccco3)c(=O)[nH]2)CC1
0	/	CCOC(=O)C1=C(C)NC(=S)NC1c1ccc(OC(=O)c2ccco2)cc1 (centres undefined)

Bioassay records from PubChem BioAssay.

Rows were taken by chance (roughly 0.7% active in at least one column).
